# LGR2 inh: Drosophila LGR2 receptor signaling inhibition; HEK293 LGR2, CRE-luciferase, bursicon-stimulated, 4 h; AID 720647; inhibition, % at 9.99 µM; hit rate 0.35% among 380,000;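 active = drop in luminescence signal, shown as inhibition above about 50% in the replicate tests, limit read from the data, passing the limit was not always enough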;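 note: agonist challenge used bursicon conditioned medium at about half maximal strength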
# Cneo AK release: causes C. neoformans cell lysis; adenylate kinase release luminescence, 4 h; normalised: neutral wells 0, clomiphene wells 100; lysis activity, % at 15 µM; hit rate 0.2% among 360,000; AID 651654;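 active = mean lysis activity across replicates of at least 80%, whatever share of replicates individually reach that level; inactive = mean lysis activity below 80%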
#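 Signal: Adenylate kinase release luminescence | Assay system: Log-phase Cryptococcus neoformans yeast cells | Input: Cells at 5 × 10^6 per mL | Buffer or medium: Fresh YPD growth medium | Compound: Single dose | Schedule: Static 4 h at 37 °C with compound, 1 h detection | Controls: Clomiphene | Read-out: Luminescence rise reflecting yeast cell lysis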
# SIRT5 inh: blocks human SIRT5 desuccinylation of peptide; Purified SirT5, succinyl-peptide AMC, trypsin-coupled fluorescence; inhibition, % at 15 µM; hit rate 1.1% among 330,000; AID 652115; in the data active = inhibition above about 15%
# Target sequence (Q9NXA8 whole entry, looked up): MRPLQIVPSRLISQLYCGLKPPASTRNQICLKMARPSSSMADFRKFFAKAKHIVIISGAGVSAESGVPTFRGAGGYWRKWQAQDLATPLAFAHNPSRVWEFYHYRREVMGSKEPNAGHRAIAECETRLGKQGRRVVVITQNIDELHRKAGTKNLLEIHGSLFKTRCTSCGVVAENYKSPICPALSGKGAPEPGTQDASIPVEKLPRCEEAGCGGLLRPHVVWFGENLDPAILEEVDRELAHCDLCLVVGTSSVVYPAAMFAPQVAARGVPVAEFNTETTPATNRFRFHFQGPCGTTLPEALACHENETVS
# Statin myotox sup: protects C2C12 myotubes from simvastatin toxicity; ATP luminescence, 48 h; scaled: DMSO 0, geranylgeraniol control 100; rescue of ATP level, % at 7.49 µM; hit rate 0.78% among 330,000;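 active = mean ATP rescue above about 67%, or every replicate alone reaching that limit, limit read from the data, passing the limit was not always enough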;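 note: myotubes were challenged with 10 µM simvastatin during compound exposure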
# PGC1a acetyl inh: modulators of PGC1a acetylation; U2OS PGC1a acetylation, AlphaScreen anti-acetyl-lysine; with virally co-expressed GCN5 acetyltransferase; hit rate 0.17% among 350,000; inhibition, % at 15.6 µM; AID 651687;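 active = every replicate shows inhibition of at least 40%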;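 note: 0% = neutral control wells and 100% = positive control wells; some results beyond the cut were filed as inactive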
# S100A4 MyoIIA: blocks human S100A4 binding to myosin IIA peptide. P26447. S100A4/TAMRA-MyoIIA peptide fluorescence polarization. inhibition, % at 10.7 µM. hit rate 0.14% among 360,000. AID 652163;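 active = mean inhibition of at least 70% across replicates, with every replicate also reaching that level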
# Target sequence (P26447 whole entry, looked up): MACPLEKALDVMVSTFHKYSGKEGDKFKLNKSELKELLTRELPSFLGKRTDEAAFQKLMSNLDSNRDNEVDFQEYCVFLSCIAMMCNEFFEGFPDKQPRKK
#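 Material: S100A4 monomer protein / Buffer or medium: 50 mM HEPES pH 7.2, 10 mM CaCl2, 100 mM KCl / Times: 5 min incubation before reading / Benchmarks: neutral control DMSO, positive control TFP / Reagent: labelled myosin peptide probe, 5 nM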
# ERAP1 inh: blocks human ERAP1 aminopeptidase activity; Q9NZ08; recombinant ERAP1, Leu-AMC fluorescence, 60 min; inhibition, % at 10.7 µM; hit rate 0.15% among 340,000; AID 652197;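 active = mean replicate inhibition of at least 30%, or all replicates individually reaching that 30% level; inactive = mean below 30% and not every replicate reaching it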;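 note: 0% = neutral control wells and 100% = L-leucinethiol positive control wells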
# XiGFP reactiv: X-chromosome reactivation activator | hit rate 0.055% among 360,000 | activation, % at 7.58 µM | AID 743238 | XiGFP mouse fibroblasts, % GFP-positive cells imaging, 3 d; cells co-treated with 5-aza-dC sensitizer; scaled so ellipticine positive control = 100%;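 active = mean normalized replicate activation at least 10% and every replicate at or above 10%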;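 note: 0% = median of on-plate neutral control wells and 100% = ellipticine 6 µM median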
#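 assay system = SV40-immortalized XiGFP fibroblast cells, line 68-5-11 | buffer or medium = DMEM plus 5-aza-dC sensitizer | doses = single-point pinned compound dosing | times = 3-day compound exposure, then 15 min fixation at room temperature | benchmarks = positive control ellipticine, 6 µM final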
# Active calls of the source: *; x = not tested or not shown; & = joins results of further samples. A portion of the library (hit frequency here may not be typical).
entry	canonical_smiles	LGR2 inh	Cneo AK release	SIRT5 inh	Statin myotox sup	PGC1a acetyl inh	S100A4 MyoIIA	ERAP1 inh	XiGFP reactiv
1	CC(C)C[C@H]1CN=C(N(C)C)N1CCCCc1ccccc1	2	2	x	-20	2	-2	-1	0.0
2	COc1ccccc1CNC(=O)C[C@@H]1C[C@@H]2c3cc(NC(=O)C4CCOCC4)ccc3O[C@@H]2[C@@H](CO)O1	17	-6	1	-7	3	5	1	0.0
3	O=C1OCCN/C1=C\C(=O)c1ccccc1	-2	1	3	x	1	5	x	0.1
4	C[C@@H]1CCCCO[C@@H](CN(C)S(=O)(=O)c2cn(C)cn2)[C@H](C)CN([C@H](C)CO)C(=O)c2cc(NC(=O)Cc3ccccc3)ccc2O1	-6	-33	x	x	-2	x	x	0.2
5	CCc1c(-c2cccc(F)c2)ncn1CCc1ccccc1OC	11	x	x	x	x	1	2	0.0
6	O=C(CSc1nnc(-c2ccccc2F)n1C1CC1)NC(=O)c1cccc([N+](=O)[O-])c1	7	2	-1	x	14	0	0	0.0
7	C[C@H]1CN([C@@H](C)CO)C(=O)c2cc(Br)cnc2O[C@@H]1CN(C)C(=O)C1CC1	6	x	x	-3	0	x	x	-0.7
8	C[C@H](CO)N1C[C@H](C)[C@H](CN(C)C(=O)Nc2ccc(C(F)(F)F)cc2)Oc2ccc(NC(=O)Cc3cn(C)c4ccccc34)cc2C1=O	18	4	1	x	9	-2	-1	-0.5
9	C/C=C/c1ccc2c(c1)O[C@H](CN(C)C(=O)c1cnccn1)[C@@H](C)CN([C@@H](C)CO)S2(=O)=O	-1	40	-2	-15	5	8	-4	0.3
10	COc1ccc(NC(C)=O)cc1S(=O)(=O)Nc1ccc(OCc2ccccc2)cc1	-3	0	x	2	-12	5	2	0.0
11	CN(C)C(=O)C[C@H]1CC[C@H]2[C@@H](COC[C@@H](O)CN2S(=O)(=O)c2ccccc2Cl)O1	-10	-1	-1	9	-1	11	1	0.2
12	CCc1ccc(N2Cc3ccccc3C2)cc1	-22	x	-1	x	x	-1	0	-0.2
13	C[C@@H]1CN([C@@H](C)CO)S(=O)(=O)c2ccc(C#CC3CC3)cc2O[C@@H]1CN(C)Cc1cncnc1	1	x	x	-17	-3	x	x	0.0
14	COC(=O)c1ccc(CN2CC(=O)N3[C@H](CO)[C@@H](c4ccc(-c5cccnc5)cc4)[C@H]3C2)cc1	2	x	10	x	8	-12	1	0.0
15	CCOc1ccc(C(CN2CCOCC2)C(C)=O)cc1OC (centres undefined)	14	x	-4	x	x	0	2	0.2
16	O=C(CSCc1cc(=O)n2nc(C3CC3)sc2n1)Nc1ccccc1Cl	7	4	2	-7	-9	-6	1	0.0
17	CCNC(=O)C1CC(=O)N(CCCc2ccccc2)C(=Nc2ccccc2)S1 (centres undefined)	3	x	-5	30	4	-6	-2	0.4
18	Cc1cc(C)n(C(=O)/C=C/c2cccs2)n1	-40	-1	-1	x	3	1	1	0.7
19	CC(C)C[C@H]1CN([C@@H](CC(C)C)CN2CCC[C@@H]2CN2C(=S)NC[C@@H]2Cc2ccc(O)cc2)C(=S)N1CC1CCCCC1	0	3	7	-4	-15	3	x	3.3
20	CCOC(=O)N1CCC(NC(=O)c2cc(S(=O)(=O)N3CCCCC3)ccc2F)CC1	x	1	14	-1	x	-20	-1	0.9
21	O=C(Nc1ccccc1N1CCCC1)c1cc(=O)[nH]c2ccccc12	6	x	-3	10	0	-4	1	-0.1
22	Cc1cc(OCc2cc(C(=O)N(C)CC3CCOCC3)no2)cc(C)c1Cl	-17	1	0	-9	2	0	0	0.1
23	N#Cc1cccc(-c2ccc([C@H]3[C@H](CO)N4CCCCN(C(=O)Nc5ccc(F)cc5)C[C@@H]34)cc2)c1	-16	-3	-8	x	-4	-10	-2	0.0
24	COc1cc(C(C)=O)ccc1OCC(=O)N1CCC(Cc2ccccc2)CC1	-10	-1	x	-6	-8	1	0	0.1
25	Cc1noc(C)c1NC(=O)Nc1cccc2c1O[C@H](CN(C)C(=O)Nc1cccc3ccccc13)[C@H](C)CN([C@@H](C)CO)C2=O	2	2	5	15	12	9	0	-0.1
26	CC(C)NC(=O)Nc1ccc2c(c1)C(=O)N([C@H](C)CO)C[C@@H](C)[C@@H](CN(C)C(=O)NC1CCCCC1)O2	-7&8	-3&-2	-4	-12&-1	-2&-9	5&0	3	-0.1&-0.1
27	CC(C)c1ccc(O)c(NC(=O)c2ncn[nH]2)c1	2	0	-5	4	x	-8	0	x
28	Cc1nnc(SCc2nnc(-c3cccs3)o2)n1C	29	x	-1	x	x	-8	4	0.4
29	C[C@@H]1CN([C@@H](C)CO)C(=O)Cc2cc(NC(=O)Nc3ccccc3)ccc2O[C@H]1CN(C)Cc1ccc(-c2ccccc2)cc1	18	-2	8	13	-42	-3	0	-0.1
30	O=C(NC1CCCC1)N1CCCCN2[C@H](C1)[C@@H](c1ccc(-c3cccnc3)cc1)[C@@H]2CO	-7	-3	-6	-18	1	2	0	0.0
31	O=C(N[C@H]1CC[C@@H](CCn2cc(C3(O)CCCC3)nn2)O[C@@H]1CO)C1CC1	1	1	2	1	-3	10	-2	-0.4
32	O=C(COC(=O)c1ccc2ccccc2c1O)NCC(F)(F)F	-16	1	-14	-4	-4	-5	x	-0.2
33	CC(=O)Nc1ccc(S(=O)(=O)N(C)CC(=O)Nc2ccccc2N2CCCC2)cc1	4	0	-2	30	x	0	-1	0.0
34	O=C(CCSc1nc(-c2ccco2)cc(C(F)(F)F)n1)NCCN1CCOCC1	x	1	-3	0	x	-4	-1	0.0
35	COc1ccc(S(=O)(=O)Nc2ccc3c(c2)CC(=O)N([C@H](C)CO)C[C@H](C)[C@H](CN(C)CC2CC2)O3)cc1	-11	-6	1	2	-4	6	7	-0.2
36	C=CCn1cc(C(=O)NCCCOC)c(=O)c2cc(S(=O)(=O)N3CCC(C)CC3)ccc21	0	-2	x	-1	-2	-1	-5	0.0
37	CCCn1cnnc1CNC(=O)[C@H]1O[C@@H](n2ccc(N)nc2=O)[C@H](O)[C@@H]1O	-6	x	-5	x	x	7	x	0.1
38	O=C(Nc1ccccc1)N1CCCCN2[C@H](CO)[C@H](c3ccc(C4=CCCCC4)cc3)[C@@H]2C1	7	-3	0	5	12	-4	3	0.1
39	Cc1ccccc1S(=O)(=O)N1C[C@@H](O)COC[C@H]2O[C@@H](CC(=O)NCCc3ccccc3)CC[C@@H]21	11	10	-3	-11	7	10	0	0.1
40	Cc1cc(C)n(CC(O)COc2ccccc2Br)n1 (centres undefined)	-12	-8	-1	1	-1	2	x	0.3
41	COc1cccc(S(=O)(=O)N[C@H]2CC[C@H](CC(=O)NCc3ccc(F)cc3)O[C@H]2CO)c1	-1	2	5	0	-21	7	0	-0.5
42	CCOC(=O)C1=CCN(S(=O)(=O)c2ccccc2)C1c1ccc(C)cc1 (centres undefined)	1	3	-2	2	-1	1	-1	0.0
43	Cc1cccc(Sc2nc(-c3ccccc3)ncc2C(=O)O)c1	5	0	1	-6	12	-14	0	0.0
44	COc1ccc(OC)c(Nc2nc(C)nc3c2oc2ccccc23)c1	19	5	-4	-22	-15	2	2	0.1
45	C/C=C/c1ccc([C@@H]2[C@@H](CN(CCC)C(C)=O)N(C(C)=O)[C@H]2CO)cc1	-13	-3&9	-4&5	5&13	-5&-2	5&-1	0&-1	0.0
46	FC(F)(F)Oc1ccc(NC(=S)Nc2ccc(OC(F)(F)F)cc2)cc1	37	x	-3	x	x	3	-3	0.2
47	C[C@H]1CN([C@@H](C)CO)C(=O)c2ccccc2-c2ccccc2CO[C@@H]1CN(C)C(=O)[C@H]1CCCN1C	-13	-2	1	1	11	2	-1	0.4
48	COc1ccc(-c2cnc3c(c2)C(=O)N([C@H](C)CO)C[C@H](C)[C@@H](CN(C)C)O3)cc1	7	0	0	5	5	2	-5	-0.6

# 5 entries from above, screen by screen:
(38) O=C(Nc1ccccc1)N1CCCCN2[C@H](CO)[C@H](c3ccc(C4=CCCCC4)cc3)[C@@H]2C1
(39) Cc1ccccc1S(=O)(=O)N1C[C@@H](O)COC[C@H]2O[C@@H](CC(=O)NCCc3ccccc3)CC[C@@H]21
(40) Cc1cc(C)n(CC(O)COc2ccccc2Br)n1 (centres undefined)
(41) COc1cccc(S(=O)(=O)N[C@H]2CC[C@H](CC(=O)NCc3ccc(F)cc3)O[C@H]2CO)c1
(42) CCOC(=O)C1=CCN(S(=O)(=O)c2ccccc2)C1c1ccc(C)cc1 (centres undefined)

assay / compound,38,39,40,41,42
LGR2 inh,7,11,-12,-1,1
Cneo AK release,-3,10,-8,2,3
SIRT5 inh,0,-3,-1,5,-2
Statin myotox sup,5,-11,1,0,2
PGC1a acetyl inh,12,7,-1,-21,-1
S100A4 MyoIIA,-4,10,2,7,1
ERAP1 inh,3,0,x,0,-1
XiGFP reactiv,0.1,0.1,0.3,-0.5,0.0

# A portion from further up, as a working copy:
entry	canonical_smiles	LGR2 inh	Cneo AK release	SIRT5 inh	Statin myotox sup	PGC1a acetyl inh	S100A4 MyoIIA	ERAP1 inh	XiGFP reactiv
37	CCCn1cnnc1CNC(=O)[C@H]1O[C@@H](n2ccc(N)nc2=O)[C@H](O)[C@@H]1O	-6	x	-5	x	x	7	x	0.1
38	O=C(Nc1ccccc1)N1CCCCN2[C@H](CO)[C@H](c3ccc(C4=CCCCC4)cc3)[C@@H]2C1	7	-3	0	5	12	-4	3	0.1

# Individual results from the list.
# Result for `C[C@H]1CN([C@@H](C)CO)C(=O)c2ccccc2-c2ccccc2CO[C@@H]1CN(C)C(=O)[C@H]1CCCN1C` in ERAP1 inh: -1
# Result for `COc1ccc(-c2cnc3c(c2)C(=O)N([C@H](C)CO)C[C@H](C)[C@@H](CN(C)C)O3)cc1` in LGR2 inh: 7

# (next part)
entry	canonical_smiles	LGR2 inh	Cneo AK release	SIRT5 inh	Statin myotox sup	PGC1a acetyl inh	S100A4 MyoIIA	ERAP1 inh	XiGFP reactiv
49	CNC[C@H]1OCCCC[C@@H](C)Oc2ccc(NC(=O)Nc3ccc(C(F)(F)F)cc3)cc2C(=O)N([C@@H](C)CO)C[C@H]1C	-9	1	-3	-2	4	0	-3	-1.0
50	Cc1ccc(/C([O-])=C(/C(=S)NCc2ccccc2)[n+]2cccc(CO)c2)cc1[N+](=O)[O-]	-15	5	-2	-4	x	0	3	0.4
51	COc1ccc2c(CC(=O)Nc3ccc(OC)nc3)coc2c1	7	-7	2	10	3	2	5	0.0
52	C/C=C/c1cnc2c(c1)C(=O)N([C@@H](C)CO)C[C@@H](C)[C@H](CN(C)S(=O)(=O)c1cn(C)cn1)O2	-17	-3	0	0	4	1	2	-0.5

# Record cards, as listed above.
# Cc1ccc(/C([O-])=C(/C(=S)NCc2ccccc2)[n+]2cccc(CO)c2)cc1[N+](=O)[O-] across the screens: LGR2 inh: -15; Cneo AK release: 5; SIRT5 inh: -2; Statin myotox sup: -4; PGC1a acetyl inh: x; S100A4 MyoIIA: 0; ERAP1 inh: 3; XiGFP reactiv: 0.4
# CNC[C@H]1OCCCC[C@@H](C)Oc2ccc(NC(=O)Nc3ccc(C(F)(F)F)cc3)cc2C(=O)N([C@@H](C)CO)C[C@H]1C across the screens: LGR2 inh: -9; Cneo AK release: 1; SIRT5 inh: -3; Statin myotox sup: -2; PGC1a acetyl inh: 4; S100A4 MyoIIA: 0; ERAP1 inh: -3; XiGFP reactiv: -1.0
